# Screens as filed in PubChem BioAssay.
# SRC1 TRFRET art: TR-FRET detection interference compounds, primary screen, artefact control for PPARgamma SRC-1 recruitment agonists, biochemical, TR-FRET emission ratio; TR-FRET detection artefact counter-screen; hits give high values; TR-FRET ratio at 8 µM; 99,000 compounds, 0.34% hits; in the data active means TR-FRET ratio above about 2300; further: inactives centre near 1800
# SRC3 TRFRET art: TR-FRET detection interference compounds, artefact control for PPARgamma SRC-3 recruitment agonists, biochemical, TR-FRET ratio | TR-FRET ratio at 8 µM | AID 1048, 2008 | TR-FRET artefact counter-screen, PPARgamma/SRC-3 format; hits give high values | 99,000 compounds, 0.39% hits; in the data active means TR-FRET ratio above about 2000; further: inactives centre near 1600
# * hit, by the source's call.
SMILES,SRC1 TRFRET art,SRC3 TRFRET art
CCOc1ccc(NC(=O)CSC2=NCCN2)cc1,1904,1572
COCC(=O)Nc1cc(Cl)ccc1C(F)(F)F,1729,1499
N#CC1=C(N)N2C(=C(C#N)C1c1ccc(Br)cc1)Nc1ccccc12 (stereo not drawn),1682,1559
CCNc1nc(NCC)n2c(SC(C)C(=O)c3ccc(C)cc3)nnc2n1 (stereo not drawn),2143,1509
C/C(CCc1ccccc1)=N\NC(=O)c1ccccc1[N+](=O)[O-],1646,1634
CCN(CC)c1ccc(N2C(=O)c3ccccc3C2=O)cc1,2017,1641
Cc1ccc(C2(c3noc(CN(C)Cc4ccccn4)n3)CCCC2)cc1,1779,1539
CS(=O)(=O)c1nc(-c2ccccc2)c(-c2ccccc2)[nH]1,1656,1511
Cc1nn(-c2ccccc2)c(Cl)c1/C=C1\SC(=S)N(C)C1=O,1709,1639
O=C1c2ccccc2C(=O)N1CN(C(=O)c1ccccc1)c1ccc(O)cc1,1520,1651
Cc1ccc(NS(=O)(=O)c2cccc(C(=O)NCCc3c[nH]c4ccccc34)c2)c(C)c1,1775,1764
CC(=O)N1CCCN(Cc2cn(-c3cc(C)ccc3C)nc2-c2ccccc2)CC1,1834,1731
O=C(CCS(=O)(=O)c1ccc(Br)cc1)Nc1ccccn1,1951,1607
O=C(Nc1ccc(O)c(-c2nc3ccccc3s2)c1)C1=COCCO1,1670,1459
COc1cc(CN(C2CCCCC2)S(=O)(=O)c2ccc(S(=O)(=O)N(C)C3CCCCC3)cc2)cc(OC)c1OC,1604,1498
O=C(N/N=C/c1ccc(Br)s1)c1cccnc1,1726,1429
COc1cccc(C(=O)NNC2OC(CO)C(O)C2O)c1 (stereo not drawn),1549,1375
Cc1cc(C)nc(NC(=O)Nc2ccc3c(c2)OCO3)c1,1799,1454
Cc1ccc(/C=C/C(=O)Nc2ccc(S(=O)(=O)Nc3ncccn3)cc2)cc1,1703,1725
CCC1(c2ccc(F)cc2)NC(=O)N(CC(=O)Nc2ccc(-c3nc4ccc(C)cc4s3)cc2)C1=O (stereo not drawn),1683,2350*
N#C/C(=C\c1ccc(O)c(Br)c1)C(=O)NCc1ccccc1,1743,1483
CC1CCCCC1NC(=O)CN1CCN(Cc2ccccc2Cl)C1=O (stereo not drawn),1726,1575
Cc1ccc(Nc2nc3ccccc3n3nnnc23)cc1,1632,1628
Cc1noc(C)c1COc1ccc(C(=O)OCC(=O)Nc2cccc(S(=O)(=O)N3CCOCC3)c2)cc1,1581,1498
CCc1cccc(NC(=O)c2cc(S(=O)(=O)N(C)C)ccc2N2CCCC2)c1,1766,1436

# Shown with each value named: 3 of the compounds above
CCC1(c2ccc(F)cc2)NC(=O)N(CC(=O)Nc2ccc(-c3nc4ccc(C)cc4s3)cc2)C1=O (stereo not drawn)
  SRC1 TRFRET art = 1683 | SRC3 TRFRET art = 2350*

N#C/C(=C\c1ccc(O)c(Br)c1)C(=O)NCc1ccccc1
  SRC1 TRFRET art = 1743 | SRC3 TRFRET art = 1483

CC1CCCCC1NC(=O)CN1CCN(Cc2ccccc2Cl)C1=O (stereo not drawn)
  SRC1 TRFRET art = 1726 | SRC3 TRFRET art = 1575

# Remaining list, next part.
SMILES,SRC1 TRFRET art,SRC3 TRFRET art
COc1ccc(C)cc1Nc1cc(C)nc2ncnn12,1710,1568
Cn1ncc(Cl)c1C(=O)N1CCN(c2ncccn2)CC1,1927,1570
CCOc1ccc(-n2c(=O)c3sccc3n(Cc3cccc([N+](=O)[O-])c3)c2=O)cc1,1811,1559
O=C(NCc1ccccn1)c1cc(-c2ccccc2Cl)nc2ccccc12,1431,1469
COc1ccc(Nc2nc(N)nc(CN3CCC(C)CC3)n2)cc1,1758,1339
c1ccc(-c2nc3ccccc3c3nc4ccccc4n23)cc1,1963,1688
O=C(COC(=O)Cc1cccc2ccccc12)Nc1ccccc1-c1ccccc1,1462,1352
COCCNC(=O)c1ccc(-n2c(SCc3cc(F)ccc3F)nc3ccccc3c2=O)cc1,1859,1736
CN1C(=O)CSc2ccc(NC(=O)NCc3ccc(F)cc3)cc21,1602,1489
CCC(=O)N1CCc2cc(S(=O)(=O)NC(C(=O)NC3CCCc4ccccc43)C(C)C)ccc21 (stereo not drawn),1774,1624
O=C1C2C(c3ccccc3)(C(=O)N1c1ccc(Cl)cc1)C2(c1ccccc1)c1ccccc1 (stereo not drawn),1768,1596
CC12C(=O)N(c3ccc(C(=O)N4CCOCC4)cc3)C(=O)C1C1c3ccccc3C2c2ccccc21 (stereo not drawn),1810,1729
COc1ccccc1NC(=O)COn1nnc2ccc(S(=O)(=O)N3CCOCC3)cc21,1555,1375
O=C(Nc1cccnc1)c1cc(-c2ccc(F)cc2)on1,1836,1821
OCCNCc1ccc(-c2ccccc2)cc1,1909,1525
Cc1cccc(C(=O)Nc2ccc(O)cc2C(=O)O)c1,1946,1762
CCn1ccnc1CN(C)Cc1cn[nH]c1-c1ccc(F)cc1F,1764,1693
CC(=O)Nc1ccc(OC(=O)c2ccc(Br)c([N+](=O)[O-])c2)cc1,1587,1557
CCc1ccc(-n2c(C)nc3cc(C(=O)NCc4cccnc4)ccc32)cc1,1772,1438
O=C(Nc1cccc(NC(=O)c2cccs2)c1)c1ccc2c(c1)OCO2,1757,1527
COCCN(C(=O)C(C)C)c1nnc(-c2ccc(C(C)(C)C)cc2)s1,1888,1751
O=C(Nc1nc2c(s1)CN(Cc1ccccc1)CC2)c1c(F)cccc1F,1699,1606
CCN(CC)c1ccc(/C=N/NC(=O)c2cccc(N3CCCC3=O)c2)cc1,1733,1693
Cc1ccc(-n2c3nc(=O)[nH]c(=O)c-3cc3c(C)nn(-c4ccccc4)c32)c(C)c1,1626,1418
CCOC(=O)/C(C#N)=C/c1cn(CCC(=O)O)nc1-c1cccc(Br)c1,1960,1747

# Structural class: the entries above containing a Cl atom.
SMILES,SRC1 TRFRET art,SRC3 TRFRET art
COCC(=O)Nc1cc(Cl)ccc1C(F)(F)F,1729,1499
Cc1nn(-c2ccccc2)c(Cl)c1/C=C1\SC(=S)N(C)C1=O,1709,1639
CC1CCCCC1NC(=O)CN1CCN(Cc2ccccc2Cl)C1=O (stereo not drawn),1726,1575
Cn1ncc(Cl)c1C(=O)N1CCN(c2ncccn2)CC1,1927,1570
O=C(NCc1ccccn1)c1cc(-c2ccccc2Cl)nc2ccccc12,1431,1469
O=C1C2C(c3ccccc3)(C(=O)N1c1ccc(Cl)cc1)C2(c1ccccc1)c1ccccc1 (stereo not drawn),1768,1596

# Going on with the list:
SMILES,SRC1 TRFRET art,SRC3 TRFRET art
CC12CN(Cc3ccccc3)CC(C)(CN(Cc3ccccc3)C1)C2=O,1886,1856
CCN1CCC2(CC1)N=C(c1ccc(F)cc1)C(=S)N2C(=O)c1ccc(C)cc1,1896,1433
COc1ccc(C(=O)N=c2nc3ccccn3s2)cc1,1864,1517
COc1ccc(CNC(=O)Nc2cc(C)ccc2C)cc1,1681,1340
COC(=O)c1ccc(NC(=S)NN2CCOCC2)cc1,1719,1556
CC(=O)Nc1ccc(C2=NN(c3ccccc3)C(c3cccs3)C2)cc1 (stereo not drawn),1831,1489
Cc1noc(C)c1COC(=O)c1ccc(N(C)C)cc1,1664,1576
Cc1ccccc1/C=N\NC(=O)c1ccc(Cn2cccn2)o1,1679,1388
Cc1ccc(S(=O)(=O)N2CCN(c3c([N+](=O)[O-])cc(C(F)(F)F)cc3[N+](=O)[O-])CC2)cc1,1870,1592
CC(C)N=C(NS(=O)(=O)c1ccccc1)C(Cl)(Cl)Cl,1763,1827
O=C1CC(c2ccccc2)=Nc2ccc(Br)cc2N1,1871,1503
O=[N+]([O-])c1cc(C(F)(F)F)ccc1SCC(O)CO (stereo not drawn),1837,1410
O=S(=O)(N/N=C\c1cccnc1)c1ccccc1,1928,1601
O=S(=O)(c1ccccc1)c1cnc(-c2ccccc2)nc1N1CCCCC1,1752,1504
O=C(N/N=C/c1ccc(Br)cc1)c1cc[n+](Cc2ccccc2)cc1,1759,1462
O=C(Nc1cccnc1)Nc1cc(Cl)cc(Cl)c1,1645,1429
O=C(NCc1ccccc1)c1csc2c1CCCC2,1907,1498
O=C(Nc1nnc(-c2ccc(F)cc2)o1)c1cc(Cl)sc1Cl,1718,1578
O=C(N=Nc1ccc(NOC(=O)c2ccccc2Br)cc1)c1ccccc1O,1780,1634
COc1ccc(CCNC(=O)c2ccc(CNS(=O)(=O)c3ccccc3)cc2)cc1OC,1589,1344
CCN(CC)c1ccc(/C=C2\C(=O)c3ccc(C(=O)O)cc3C2=O)cc1,1844,1399
O=C(O)/C=C/C(=O)NCCc1cccc(Cl)c1,1893,1583
CSc1cccc(NC(=O)C2CCN(C(=O)c3ccccc3C)CC2)c1,1739,1796
C[N+]1(CC(=O)OC2CCCCCCCCCCC2)CCCC1,1865,1629
CCOc1ccnc(OCC)c1Br,1570,1512
# New compounds follow:
SMILES,SRC1 TRFRET art,SRC3 TRFRET art
CC(Sc1nc2cc(Cl)ccc2s1)C(=O)Nc1ccc2c(c1)OCO2 (stereo not drawn),1901,1750
Cn1c(=O)c2c(nc(CN3CCN(Cc4ccccc4)CC3)n2Cc2cccc(Cl)c2)n(C)c1=O,1832,1643
CCCCN(C(=O)c1cccc(S(=O)(=O)N2CCOCC2)c1)c1c(N)n(CCC)c(=O)[nH]c1=O,1590,1656
CC(=O)Nc1ccc(S(=O)(=O)N2c3ccccc3C(C)=CC2(C)C)cc1,1706,1534
CCOC(=O)C1=C(N)N(c2ccc(C)cc2)C2=C(C(=O)CCC2)C1c1cccs1 (stereo not drawn),1751,1570
CCOC(=O)N1CCC2(CC1)C(C#N)=C(N)OC1=C2C(=O)CCC1,1862,1608
COc1ccccc1C(=O)N1c2ccccc2Sc2ccccc21,1706,1597
CCO[C@H]1OC(C(N)=O)=C[C@@H](C2CCCCC2)[C@@H]1CCCO,1573,1470
COc1ccc(NC(=O)c2cc(-c3ccccc3)nc3c2c(C)nn3-c2ccccc2)c(OC)c1,1931,1552
Cc1cc(F)ccc1NC(=O)c1ccc(NS(=O)(=O)c2cc(C(C)(C)C)ccc2C)cc1,1473,1541
Cn1c(SCc2cccc([N+](=O)[O-])c2)nc2c(c1=O)SCC2,1562,1568
O=C(Oc1ccccc1N1C(=O)C2CCCCC2C1=O)c1ccccc1F (stereo not drawn),1702,1610
COc1ccc(C(O)(CCc2ccccc2)CCN2CCCCC2)cc1 (stereo not drawn),2143,1362
O=C(O)CSc1nnc(NC(=O)c2ccc3c(c2)OCO3)s1,1627,1823
CC(=O)NC1=NC(=O)/C(=C/c2cc(C)n(-c3ccc(NC(C)=O)cc3)c2C)S1,1777,2601*
CCOC(=O)CN=C(NS(=O)(=O)c1ccc(Cl)cc1)c1ccccc1,1733,1335
CCCCn1c(SCC(=O)NNC(=O)c2ccco2)nnc1-c1ccco1,1694,1297
CCN(CC)CCCNC(=O)Cn1nc([N+](=O)[O-])c(Cl)c1C,1969,1657
CN(CC(=O)Nc1ccccc1Cl)C(=O)CSc1nnc(-c2ccco2)o1,1654,1629
CNC(=S)Nc1cccc([N+](=O)[O-])c1,1782,1438
O=C(Nc1ccccc1)Nc1ccc(C(=O)N2CCCC2)cc1,2010,1503
COC(=O)Nc1nc2c(s1)CCCC2,1678,1861
O=C(Nc1cccc(S(=O)(=O)NC2=NCCCCC2)c1)C1COc2ccccc2O1 (stereo not drawn),1922,1615
O=c1c2[nH]c3ccccc3c2nc2n1CCCS2,1758,1603
Cc1cccc(C(=O)N2CCc3cc(-c4nc(NC(=O)Cn5nnc6ccccc6c5=O)sc4C)ccc32)c1,1734,1665
# The results go on.
SMILES,SRC1 TRFRET art,SRC3 TRFRET art
O=C(NCc1ccco1)c1cnn2cccnc12,1562,1397
Cc1cccc(C(=O)N[C@H](C(=O)Nc2nc3ccccc3[nH]2)C(C)C)c1,1867,1764
COc1ccc(O[C@H]2C=C[C@@H](c3ccccc3)O[C@@H]2COC(=O)CC/C(C)=N/O[C@H](C)c2cn([C@@H]3COC[C@H]3O)nn2)cc1,1892,1549
O=C(CCC1CCCCC1)NCc1ccccn1,1715,1414
Cc1cc(C(=O)N/N=C/c2cccn2C)no1,1939,1566
CCN(CC)S(=O)(=O)c1ccc(NC(=O)c2cc(-c3ccccc3)nc3ccccc23)cc1,1742,1584
COCCN(C(=S)Nc1cccc(C)c1)C(C)c1cccs1 (stereo not drawn),1839,1580
CCCCn1c(N)c(N(CCOC)C(=O)CCc2ccc(OC)cc2)c(=O)[nH]c1=O,1677,1400
COCCCNC(=O)Cn1c(=O)n(Cc2ccccc2Cl)c(=O)c2cc(OC)c(OC)cc21,1776,1587
O=C(O)C1=C(C(=O)Nc2cccc(C(F)(F)F)c2)CCCC1,1915,1629
Cc1ccc(NC2=C(NC(=O)c3ccccc3)C(=O)c3ccccc3C2=O)cc1Cl,2172,1722
Cc1ccc(OCCC(=O)OCC(=O)Nc2cc(S(=O)(=O)N(C)C)ccc2C)cc1,1975,1647
CN(C)C(=O)c1ccc(NC(=O)c2cc(-n3cnnc3)ccc2Cl)cc1,1975,1532
Cc1ccc(C(=O)N2CCCCC2C(=O)O)o1 (stereo not drawn),1618,1549
COc1ccc(CCNC(=O)CC2SC(=Nc3cc(C)cc(C)c3)NC2=O)cc1OC (stereo not drawn),1367,1375
Cc1ccc(N2C(=O)CC(Sc3nc(-c4ccccc4)c4cc(Cl)ccc4n3)C2=O)c(C)c1 (stereo not drawn),1614,1646
CN(C)CC/C=C1\c2ccccc2Sc2ccc(Cl)cc21,1660,1683
O=C(NNc1ccc([N+](=O)[O-])cc1)c1ccccc1F,1531,1496
COc1cccc(-c2nc(CS(=O)(=O)CC(=O)N3CCc4ccccc4C3)c(C)o2)c1,1960,1587
CCOC(=O)c1c(C)[nH]c2c1-c1ccccc1C(=O)C2=O,1967,1583
CC(C)(C)c1cc(=O)[nH]c(SCc2ccccc2Cl)n1,1732,1445

# A portion of the library (hit frequency here may not be typical).
